Bioassay records from PubChem BioAssay.
PfHsp40 yeast = rescue of yeast from PfHsp40 toxicity, primary screen, S. cerevisiae, ATP luminescence; S. cerevisiae expressing PfHsp40, growth rescue; growth rescue, % at 12.5 µM; 340,000 tested, 0.68% active; AID 504582, 2011; in the data active = growth rescue above about 28%, passing the limit was not always enough; inconclusive = no clear call, values can overlap the other calls;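 note: yeast W303a lacking pdr1 and pdr3 grown in galactose medium; growth measured after three days at 30 °C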
TcdB GH inh = TcdB glycohydrolase inhibitors, primary screen, biochemical, single point, plate reader; Toxin B (Clostridioides difficile), P18177; TcdB glycohydrolase enzymatic assay; inhibition, % at 9.99 µM; 350,000 tested, 0.24% active; AID 652162, 2013; in the data active = inhibition above about 10%
3CLpro inhibitor = SARS-CoV 3CLpro protease inhibitors, primary screen, biochemical, quenched FRET; Replicase polyprotein 1ab (Severe acute respiratory syndrome coronavirus), P0C6X7; inhibition, % at 6 µM; 290,000 tested, 0.14% active; AID 1706, 2009; recombinant SARS-CoV 3CLpro, quenched FRET peptide cleavage; in the data active = inhibition above about 12%
BH1578 lux ind = inducers of Vibrio cholerae quorum light production without autoinducers, primary screen, BH1578 luxS cqsA deficient, single point. activation, % at 18.7 µM. AID 588436, 2011. 350,000 tested, 0.16% active. V. cholerae BH1578 lux reporter, luminescence, 6 h; in the data active = activation mostly above about 9.7%, no sharp cut-off; inconclusive = no clear call, values can overlap the other calls; inactive = mostly below about 3.7%; note: not every result past the cut was called active; inactives centre near 0; reference of the scale not given here
Rv3671c protease = Rv3671c serine protease inhibitors, primary screen, biochemical, fluorescence polarization, M. tuberculosis H37Rv. P9WHR9. inhibition, % at 5.96 µM. 320,000 tested, 0.048% active; in the data active = inhibition above about 38%;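 note: extracellular domain of Rv3671c used as enzyme; 0% = enzyme with DMSO and 100% = no enzyme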
VHR inh abs = VHR1 phosphatase inhibitors, primary screen, biochemical, absorbance, uHTS | Dual specificity protein phosphatase 3 (Homo sapiens), P51452 | recombinant VHR phosphatase, pNPP absorbance | inhibition, % at 13.3 µM | 290,000 tested, 0.52% active | AID 1654, 2009; in the data active = inhibition above about 50%; note: some compounds called inactive have numbers as strong as hits
MazF activator = activators of E. coli MazEF toxin-antitoxin RNase, primary screen, biochemical, fluorescence, uHTS. Endoribonuclease toxin MazF (Escherichia coli (strain K12)), P0AE70. AID 504720, 2011. FAM/BHQ RNA-DNA oligo cleavage fluorescence, 5 h. 350,000 tested, 0.32% active. activation, % at 20 µM; in the data active = activation above about 50%
Target sequence (P0AE70 whole entry, looked up): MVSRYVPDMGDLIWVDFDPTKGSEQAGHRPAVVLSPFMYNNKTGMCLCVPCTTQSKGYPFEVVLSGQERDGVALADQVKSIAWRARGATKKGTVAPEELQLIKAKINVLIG
Y pestis TopoI = Yersinia pestis topoisomerase I inhibitors, primary screen, biochemical, cleavage product accumulation, plate reader, single point | DNA topoisomerase I (Yersinia pestis CO92) | Y. pestis Topo-I cleavage product accumulation | activity, % at 10 µM | 360,000 tested, 0.064% active | AID 504884, 2011; in the data active = activity above about 50%, passing the limit was not always enough; inconclusive = no clear call, values can overlap the other calls; note: inactives centre near 2
Anthrax LF inh2 = Bacillus anthracis LF protease inhibitors, primary screen, biochemical, multiplex microsphere, MLPCN library; multiplex microsphere protease cleavage assay; inhibition, % at 10 µM; 360,000 tested, 0.12% active; in the data active = inhibition above about 30%; inconclusive = no clear call, values can overlap the other calls; note: plate controls were buffer without enzyme for full effect and enzyme alone for no effect
Target sequence (P15917 whole entry, looked up): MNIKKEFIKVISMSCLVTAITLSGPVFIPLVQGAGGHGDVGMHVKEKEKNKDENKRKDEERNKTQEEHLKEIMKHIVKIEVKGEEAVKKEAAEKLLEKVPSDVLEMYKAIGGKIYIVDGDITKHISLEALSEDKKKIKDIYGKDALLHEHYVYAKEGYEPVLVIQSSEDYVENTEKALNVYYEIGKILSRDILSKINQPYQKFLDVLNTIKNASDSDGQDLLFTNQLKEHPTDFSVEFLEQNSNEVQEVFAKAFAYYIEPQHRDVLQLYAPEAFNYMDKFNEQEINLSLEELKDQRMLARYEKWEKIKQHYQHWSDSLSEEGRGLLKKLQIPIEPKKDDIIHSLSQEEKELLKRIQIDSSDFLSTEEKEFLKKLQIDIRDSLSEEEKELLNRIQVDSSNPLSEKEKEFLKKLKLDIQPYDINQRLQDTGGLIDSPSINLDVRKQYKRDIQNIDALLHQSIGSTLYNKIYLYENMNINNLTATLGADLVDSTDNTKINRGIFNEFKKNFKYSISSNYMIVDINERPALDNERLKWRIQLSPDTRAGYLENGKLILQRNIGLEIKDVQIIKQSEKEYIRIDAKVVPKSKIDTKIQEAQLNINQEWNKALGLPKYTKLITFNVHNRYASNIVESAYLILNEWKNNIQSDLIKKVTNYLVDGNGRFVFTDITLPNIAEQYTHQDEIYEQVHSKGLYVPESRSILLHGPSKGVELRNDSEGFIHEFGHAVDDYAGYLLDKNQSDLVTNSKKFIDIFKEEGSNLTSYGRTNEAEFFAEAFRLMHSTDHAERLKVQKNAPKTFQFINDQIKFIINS
SSB-PriA inh = inhibitors of Klebsiella pneumoniae PriA binding to SSB C-terminal tail, primary screen, biochemical, AlphaScreen | 430,000 tested, 0.6% active | AlphaScreen SSBct-PriA binding, biotinylated peptide | PriA–SSB C-terminal tail interaction (Klebsiella pneumoniae) | inhibition, % at 33 µM; in the data active = inhibition mostly above about 37%, no sharp cut-off; inactive = mostly below about 20%;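 note: plate controls were negative control peptide for no effect and reference peptide for full effect; strong numbers were not always called active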
* hit, by the source's call; i = inactive; ? = inconclusive; · = no result given; & = joins results of further samples. Some of the compounds tested, so the mix of outcomes need not match the whole.

The line under a structure holds: PfHsp40 yeast	VHR inh abs	SSB-PriA inh	MazF activator	TcdB GH inh	BH1578 lux ind	Anthrax LF inh2	Y pestis TopoI	Rv3671c protease	3CLpro inhibitor
COc1ccc(C(=O)C2CCCN(Cc3ccc(F)cc3F)C2)cc1F (stereo not drawn)
    1.1	23	-18	2	1.1	i	-4	13	·	1
COc1ccc(/C=C/c2nc(-c3ccccc3O)n[nH]2)cc1OC
    10	6	13	7	·	-0.6	-3	-18	-7	3
Cc1ccc(S(=O)(=O)N(C)c2ccc(C(=O)NCCc3ccccc3)cc2)cc1
    1.4	13	-8	-2	-0.6	i	0	24	3	-2
COc1cccc(CNC(=O)CCC2CCCN(C(=O)c3cccnc3SC)C2)c1 (stereo not drawn)
    -0.4	2	-4	1	-0.2	i	-2	-6	-8	-2
CC(C)CCn1nc(C(=O)Nc2nc3c(s2)CCCC3)c2ccccc2c1=O
    20	-4	0	-7	0.9	i	1	0	3	7
CCOC(=O)c1ccc(NC(=O)CN(c2ccc(C)cc2)S(=O)(=O)c2c(C)nn(C)c2C)cc1
    1.1	19	6	11	·	i	0	14	-11	5
O=C(Nc1ccc(S(=O)(=O)Nc2ccc(F)cc2)cc1)c1ccc(CN2CCOCC2)cc1
    -0.5	-14	5	7	3.0	-0.1	-1	-2	-3	5
COc1ccc(C(=O)NCc2ccc3c(c2)cc(C)n3C)cc1
    -0.9	7	-5	5	-0.1	-0.1	-37	22	5	-4
NC(=O)NOCc1cccc(Cl)c1
    -0.8	17	-11	3	-1.1	i	-8	-10	-2	0
COc1ccc(CC(=O)Oc2ccc(F)c(F)c2)cc1S(=O)(=O)N1CCOCC1
    1.3	·	-7	-7	0.0	-1.0	-3	-4	17	·
O=C(CCNS(=O)(=O)c1ccccc1)OCC(=O)c1ccc(Cl)cc1
    1.9	·	-2	4	2.6	10	-1	17	-3	·
CCOc1ccc(NC(=S)NC(=O)c2c(Cl)cnn2CC)c([N+](=O)[O-])c1
    -1.4	8	0	1	·	-0.3	-2	-7	-11	0
COc1ccc2nc(/N=C(\N)NC(=O)Nc3ccccc3)nc(C)c2c1
    1.2	8	·	-20	·	-0.3	-2	1	-4	7
CCNC(=S)N/N=C/c1cccc(/C=N/NC(=S)NCC)c1
    ·	-19	·	9	-1.0	-0.4	6	4	-21	-7
Clc1ccc(CON/C=N/c2ncnc3sccc23)cc1
    9.0	20	·	6	·	i	-5	2	2	6
O=C(COC(=O)c1cc(=O)[nH]c2ccccc12)Nc1ccc(Cl)c(S(=O)(=O)N2CCOCC2)c1
    0.8	·	-11	7	0.0	0.5	0	1	·	·
C=CCc1cccc2cc(C(=O)Nc3ccc(NC(C)=O)cc3)c(=O)oc12
    -2.7	22	-1	-10	-0.4	i	2	4	-12	3
Fc1ccc(Br)cc1SCCc1ccncc1
    -0.2	21	-7	-1	1.3	i	-18	6	6	3
COC(C[C@@H](O)[C@@H](C)[C@H](O)COCc1ccccc1)OC
    -0.5	4	-6	6	0.1	-0.4	6	-3	·	·
O=C(NCc1cccnc1)c1ccc(COc2ccccc2Cl)cc1
    -0.7	18	-1	-9	1.2	i	-3	20	-4	-2

The closing 2 records of the section above come first, to join the parts.
The line under a structure holds: PfHsp40 yeast	VHR inh abs	SSB-PriA inh	MazF activator	TcdB GH inh	BH1578 lux ind	Anthrax LF inh2	Y pestis TopoI	Rv3671c protease	3CLpro inhibitor
COC(C[C@@H](O)[C@@H](C)[C@H](O)COCc1ccccc1)OC
    -0.5	4	-6	6	0.1	-0.4	6	-3	·	·
O=C(NCc1cccnc1)c1ccc(COc2ccccc2Cl)cc1
    -0.7	18	-1	-9	1.2	i	-3	20	-4	-2
COC(CNC(=O)C(=O)Nc1ccc2c(c1)N(S(=O)(=O)c1cccs1)CCC2)OC
    -0.9	·	12	8	3.5	-0.8	-2	0	12	·
CC/C(C)=C1/NC(=O)NC1=O
    -0.8	·	-3	-3	1.2	i	-4	7	·	·
N#Cc1ccsc1NC(=O)COC(=O)c1ccc(Br)o1
    2.3	·	-3	-14	0.3	2.3	-3	-4	-2	·
Cc1nc2ccc(NC(=O)c3ccco3)cc2s1
    -0.6	15	3	4	0.8	i	-1	-3	0	0
CCn1nnnc1SCC(=O)N(C1CCCCC1)C1CCCCC1
    -1.6	2	-7	-3	·	-0.2	5	28	2	2
O=C(NC(=S)Nn1cnnc1)c1ccccc1Cl
    -1.4	10	-17	5	1.5	i	-6	-2	5	-1
COc1ccc(CNCCC(c2ccc(OC(C)C)cc2)C(C)C)cc1OC (stereo not drawn)
    0.2	40	-1	9	·	i	-1	13	3	7
O=C1CCCC2=C1C(c1cccs1)n1nc(SCc3ccccc3F)nc1N2 (stereo not drawn)
    -0.8	9	5	-2	·	3.1	-1	-7	1	2
CCCn1nc(C(=O)NNC(=O)c2cccc(S(=O)(=O)NC(C)C)c2)c2ccccc2c1=O
    1.0	5	-4	0	1.0	-0.2	-3	-2	-8	-2
CCS(=O)(=O)N1CCC(C(=O)NCCc2ccc(OC)c(OC)c2)CC1
    -0.4	2	2	-8	0.4	-0.5	-2	6	0	-3
OC(CCN1CCOCC1)(c1ccc(Cl)cc1)C1CCCCC1 (stereo not drawn)
    -1.9	0	-8	-5	·	-0.9	1	28	-1	-7
CC(Oc1ccc(C#N)cc1)C(=O)Nc1ccc(-n2cnnn2)cc1 (stereo not drawn)
    0.1	·	-5	11	0.3	-1.0	0	-10	·	·
C=CCSc1nc2c(c(=O)n(C)c(=O)n2C)n1CC
    -0.3	14	0	-3	0.2	-4.2	-6	-2	-4	-3
N#Cc1ccc(N2Cc3ccccc3C2=NC(=O)c2cccnc2Cl)cc1
    -0.2	1	-4	5	-1.3	-0.4	9	-2	-8	0
C=CCn1c(CC#N)nnc1N1CCOCC1
    -1.4	9	-5	4	·	-0.9	-4	1	6	3
O=c1[nH]c(=O)n(CCc2ccccc2)c(O)c1C=NC1CC1
    0.2	33	-3	3	0.8	-0.6	?	3	0	-2
CCOc1ccccc1N(CC(=O)N1CCOCC1)S(=O)(=O)c1ccc(SC)cc1
    -1.5	-1	-2	0	·	i	14	-6	·	-1
O=C(Nc1ccc(SC(F)F)cc1)c1cccc2nc3ccccc3nc12
    -1.0	-12	-4	-5	·	-0.6	0	0	-10	6
Cc1cc(NC(=O)c2cccc(S(=O)(=O)N3c4ccccc4CC3C)c2)no1 (stereo not drawn)
    17	13	4	5	1.8	-0.3	-1	15	-14	2
O=C(CN1CCOCC1)N1CCN(S(=O)(=O)c2ccccc2)C1c1ccccc1 (stereo not drawn)
    2.1	-17	-14	4	·	i	-2	3	-10	4
Cc1cc(C(=O)O[C@H]2[C@H](Cc3ccccc3)NS(=O)(=O)[C@H]3C[C@@H]4C=C[C@]23O4)ccc1[N+](=O)[O-]
    -0.2	·	7	-1	2.1	-11	-4	5	-7	·
O=C(CN(Cc1ccccc1F)C(=O)c1ccco1)NCc1ccc(F)cc1
    1.0	-2	-9	4	·	·	5	12	-4	7
Cc1cc(NC(=O)CSc2nc3c(cc2C#N)CCC3)no1
    0.3	20	1	9	1.1	0.0	-1	7	6	0
CCc1cc(=O)oc2cc(OC(C)C(=O)O)c(Cl)cc12 (stereo not drawn)
    8.8	0	-14	7	·	i	-5	3	-3	3
CCSc1oc(-c2ccco2)nc1S(=O)(=O)c1ccccc1
    -0.6	4	-12	-7	·	-7.7	1	-4	-14	1
CCC(C)(O)c1[nH]c2ccc(C#N)cc2c1C (stereo not drawn)
    0.9	1	-1	-3	1.3	i	0	-3	-8	-2
COc1ccc(C2CCCCCN2C(=O)C2CCN(S(=O)(=O)c3ccc(C)cc3)CC2)cc1 (stereo not drawn)
    ·	·	·	-5	0.5	i	0	24	·	·
CC(=O)OCc1cc2cc(C)ccc2[nH]c1=O
    -0.4	-4	-19	9	·	·	-6	1	4	-7
Cn1c(=N)n(CC(O)c2cccc3ccccc23)c2ccccc21 (stereo not drawn)
    -0.6	15	-9	5	·	1.7	1	3	-1	-2
COCCCN=Cc1c(O)[nH]c(=S)[nH]c1=O
    -0.7	16	-4	-7	0.5	-0.4	10	2	4	2
CN1C(C(=O)Nc2ccccn2)=C(O)c2ccccc2S1(=O)=O
    -1.7	5&21	-7	-1	1.5	i	3	4	2&1	-2&-2
COC(=O)[C@H]1[C@@H](C)N(Cc2ccccc2)C(=O)N[C@H]1c1ccccc1
    -0.3	·	-10	2	1.0	i	-6	-5	5	·
O=C(Cn1cnc2c(nnn2Cc2ccccc2F)c1=O)N1CCN(c2ccccc2)CC1
    -0.9	9	-10	8	0.0	i	-4	-3	-4	0
COc1ccc(C(C(=O)NC(C)(C)C)N(C(=O)CNC(=O)c2cccs2)c2cccnc2)cc1OC (stereo not drawn)
    0.1	7	-1	-27	-0.5	i	5	-14	-2	-1
CC1CCCCC1NC(=O)COC(=O)c1ccccn1 (stereo not drawn)
    -2.3	21	-10	-4	·	0.6	0	4	-10	4
COc1ccccc1CNC(=O)c1cccc(S(=O)(=O)N(C)c2ccccc2)c1
    -1.8	·	3	2	0.9	-0.4	0	-10	-7	·
Cc1ccc(OCCNC(=O)C2CC(=O)N(c3ccc(C)cc3)C2)cc1 (stereo not drawn)
    4.0	30	6	-2	·	i	6	8	-12	-1
CC(=O)NCCc1nc2ccccc2[nH]1
    -0.2	8	-11	4	-0.1	-0.2	-3	5	4	-3
